From PubChem
SENP8 block-1: inhibitors of human SENP8 protease | Q96LD8 | purified SENP8, Z-RLRGG-aminoluciferin cleavage, luminescence | inhibition, % at 10 µM | 1.2% of 330,000 active | AID 2540; in the data active = inhibition above about 50%
SENP6 block: blocks the human protease SENP6 | Recombinant SENP6 catalytic domain, aminoluciferin luminescence | Q9GZR1 | inhibition, % at 10 µM | 1.8% of 330,000 active | AID 2599;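 active = inhibition above about 50% at the single tested dose, limit read from the data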;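 also: plate controls were DMSO wells with enzyme for no effect and DMSO wells lacking enzyme for full effect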
Target sequence (Q9GZR1 628-1112 limits assumed): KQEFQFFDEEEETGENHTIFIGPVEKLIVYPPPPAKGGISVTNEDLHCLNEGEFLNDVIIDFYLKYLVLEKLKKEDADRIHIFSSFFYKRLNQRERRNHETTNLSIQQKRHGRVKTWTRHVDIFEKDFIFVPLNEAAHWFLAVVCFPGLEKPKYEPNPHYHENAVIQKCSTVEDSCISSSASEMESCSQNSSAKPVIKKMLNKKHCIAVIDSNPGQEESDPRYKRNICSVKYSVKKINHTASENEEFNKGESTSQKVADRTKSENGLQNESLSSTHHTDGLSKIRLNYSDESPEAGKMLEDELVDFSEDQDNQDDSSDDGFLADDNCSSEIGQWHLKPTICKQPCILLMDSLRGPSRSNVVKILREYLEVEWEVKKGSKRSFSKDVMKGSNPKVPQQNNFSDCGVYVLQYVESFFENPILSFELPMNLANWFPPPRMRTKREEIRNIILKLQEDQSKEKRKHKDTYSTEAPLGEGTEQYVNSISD
SENP1 FRET inh: SENP1 (human) catalytic domain inhibition. recombinant SENP1 catalytic domain, CyPet-SUMO1-YPet FRET cleavage. inhibition, % at 10 µM. AID 624204. 0.21% of 360,000 active. Q9P0U3;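 active = inhibition at least 30% at 10 µM, raw YFP signal under a set limit, fluorescence ratio 0.5 to 1.5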;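 also: 0% = enzyme with DMSO and 100% = no enzyme wells; some results filed as inactive read as strong as hits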
Target sequence (Q9P0U3 419-644 limits assumed): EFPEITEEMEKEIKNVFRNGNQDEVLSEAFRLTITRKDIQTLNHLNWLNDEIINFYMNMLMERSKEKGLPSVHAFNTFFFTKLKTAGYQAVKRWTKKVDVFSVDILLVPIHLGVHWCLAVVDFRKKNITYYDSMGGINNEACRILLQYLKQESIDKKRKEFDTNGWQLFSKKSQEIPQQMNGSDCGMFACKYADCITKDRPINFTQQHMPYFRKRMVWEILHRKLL
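material = recombinant human SENP1 catalytic domain, His6-tagged | quantity = 20 pM enzyme | reagent = 25 nM SUMO1 FRET substrate | compound dosing = 10 µM single point, 0.5% DMSO | timing = 50 min enzyme reaction, room temperature, light-protected | detection = FRET, CFP and YFP emission | control set = no-enzyme low, enzyme-DMSO high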
UBC13 inh: inhibitors of human UBC13 polyubiquitin chain formation; P61088; TR-FRET; inhibition, % at 20 µM; 0.47% of 330,000 active; in the data active = inhibition above about 45%, passing the limit was not always enough
Target sequence (P61088 whole entry, looked up): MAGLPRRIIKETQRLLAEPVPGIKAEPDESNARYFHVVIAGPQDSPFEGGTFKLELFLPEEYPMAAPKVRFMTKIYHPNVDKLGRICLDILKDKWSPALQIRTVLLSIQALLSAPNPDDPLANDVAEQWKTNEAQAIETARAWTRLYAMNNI
SENP7 block: SENP7 protease inhibition | inhibition, % at 5 µM | AID 434973 | recombinant SENP7, Z-RLRGG-aminoluciferin luminescence, 40 min | Q9BQF6 | 1.5% of 330,000 active;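 active = inhibition above about 50% at the single test dose, limit read from the data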;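 also: plate controls were DMSO with enzyme for no effect and no enzyme buffer wells for full effect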
beta cell repl: inducers of beta-cell replication in MIN6 cells; AID 2380; 0.29% of 330,000 active; MIN6 cells proliferation, ATPlite luminescence, 48 h; cells starved in 0.2% serum; 100% = growth in 10% serum; proliferation, % at 10 µM;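 active = compounds whose signal lies at least 3.5 SD above the mean of all wells on their plate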;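 also: 0% = DMSO-treated cells in low-serum medium and 100% = 10% serum control; some compounds called inactive have numbers as strong as hits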
HKDC1 inh: HKDC1 (human) hexokinase inhibition | recombinant HKDC1, G6PDH/diaphorase resazurin coupled fluorescence | Q2TB90 | AID 493160 | 0.16% of 340,000 active | inhibition, % at 20 µM;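 active = inhibition above about 35% when tested at 20 µM, limit read from the data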;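 also: plate controls were DMSO wells with enzyme for no effect and DMSO wells lacking enzyme for full effect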
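test system = in-house recombinant HK5 (HKDC1) enzyme | amount = HKDC1 at 5 µg/mL | control set = DMSO-enzyme wells negative, buffer-substituted wells positive | compound = one dose of 20 µM, 1% DMSO | schedule = reaction time 90 min, room temperature, protected from light | technique = resorufin fluorescence at 613 nm | reagent = glucose with 1 mM ATP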
PfG6PD inh: PfG6PD (Plasmodium falciparum) enzyme inhibition | inhibition, % at 20 µM | 0.78% of 350,000 active | PfGluPho enzyme, NADPH resazurin-diaphorase fluorescence | AID 504690;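 active = inhibition reaching at least a set limit at 20 µM in the primary screen, cut at about 59% in these data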;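 also: 0% = DMSO wells with substrate and 100% = DMSO wells lacking glucose-6-phosphate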
SENP8 block-2: blocks human SENP8 cleavage of Nedd8 substrate | Q96LD8 | recombinant SENP8, Nedd8 substrate fluorescence | inhibition, % at 20 µM | 0.64% of 360,000 active | AID 602440; in the data active = inhibition mostly above about 40%, no sharp cut-off; inactive = mostly below about 27%
Starred values were filed as active, the others as inactive; nt = no result given.

molecule	SENP1 FRET inh	SENP7 block	beta cell repl	SENP6 block	SENP8 block-2	SENP8 block-1	UBC13 inh	HKDC1 inh	PfG6PD inh
Nc1ncnc2c1ncn2[C@@H]1O[C@H](CNCc2ccccc2OC2OC(CO)C(O)C(O)C2O)[C@@H](O)[C@H]1O (stereo partly drawn)	0	0	nt	nt	6	nt	nt	-2	-1
CCN1CCN(C(=S)c2ccc(-c3ccccc3)cc2)CC1	3	6	-3	-17	14	3	-10	-3	25
CC(=O)c1c(C)[nH]c(C(=O)N2CCCCCC2)c1C	0	-4	-2	-13	29	8	5	-4	5
O=C(c1ccc2c(c1)OCCCO2)c1cccs1	1	50	0	54*	10	30	11	-7	-10
O=C(COc1ccccc1[N+](=O)[O-])N/N=C/c1ccc(O)cc1	0	-4	-3	-30	16	-10	-9	-3	-1
CN(c1ccc(F)cc1)S(=O)(=O)c1ccc(Cl)c(C(=O)NCC2CCCO2)c1 (stereo not drawn)	0	-8	-1	-19	-11	-7	-4	-4	3
COc1ccccc1-n1nnnc1SCC(=O)N(CC(C)C)C1CCS(=O)(=O)C1 (stereo not drawn)	3	-10	-4	-9	8	-6	3	-7	1
NC(=O)CSc1nnc(-c2cccs2)n1Cc1ccco1	0	6	1	4	-25	-1	11	-3	13
O=C(NCc1ccco1)Nc1ccc2snnc2c1	-12	-6	3	-19	1	-13	9	-7	-3
Cc1ccc(/S(C)=N/S(=O)(=O)c2ccc(C)cc2)cc1 (stereo not drawn)	1	3	2	-23	16	-1	0	-1	7
COC(=O)C1=C(C)N(CCc2ccc(OC)cc2)C(=O)C1	5	-9	-4	-12	15	-14	-10	-5	-12
CCc1nnc(NC(=O)c2ccc(OCc3c(C)noc3C)c(OC)c2)s1	-1	-1	2	-1	-24	3	5	-11	-9
O=C1c2ccccc2C(=O)N1CCc1nc(-c2cccnc2)no1	-30	5	1	11	-6	6	10	-3	9
C[C@@H](NC(=O)Cn1ccc(NC(=O)OCc2ccccc2)nc1=O)c1cccc2ccccc12	-1	-1	-4	3	19	-7	-4	0	-12
Nc1ccc(Oc2c(Cl)cccc2Cl)nc1	-3	-2	-1	1	27	8	1	-6	8
Cc1cc(Br)ccc1OCCNCc1ccccc1	-2	-2	-2	-17	10	2	14	-1	3
CN1CCN(C(=O)c2sc(=S)n(-c3ccccc3)c2N)CC1	1	1	-2	-2	20	8	-7	-5	82*
O=C(/C=C/c1ccc(Br)cc1)NCc1cccs1	-2	-2	0	20	4	-20	5	9	39
O=C(O)c1ccccc1C=NNc1ccc([N+](=O)[O-])cn1	-35	nt	nt	nt	-86	nt	nt	-4	-3
CCOC(=O)C1CCN(C(=S)Nc2ccccc2)CC1	2	6	0	8	16	0	5	-6	15
Cc1cc(O)ccc1NS(=O)(=O)c1ccc2c3c(cccc13)C(=O)N2	-2	0	0	10	-14	4	-3	10	-8
COc1ccc(-n2cc(CNCCCn3ccnc3)c(-c3ccccc3Cl)n2)cc1	-2	4	-6	-6	6	-2	4	-12	2
C=CCNC(=O)CN1CCC(NC(=O)c2ccco2)CC1	0	1	0	2	16	11	8	-4	-1
COc1ccc(CS(=O)/C(Cl)=C(/Cl)C(=O)Nc2ccc(OC)nc2)cc1 (stereo not drawn)	nt	6	-5	-3	nt	3	-11	11	22
CC1(c2ccc(Cl)cc2)NC(=O)N(CC(=O)Nc2cccnc2Cl)C1=O (stereo not drawn)	-6	16	0	-18	-6	-8	-2	-4	9
CSc1nc2ccc(NC(=O)c3ccc(=O)n(C)n3)cc2s1	2	84*	-1	92*	5	71*	-9	7	9
Cc1oc(C(C)(C)C)cc1C(N)=O	-1	2	-2	-1	7	3	3	6	-9
Cc1ccc(/C=N/NC(=O)c2ccc3nc[nH]c3c2)o1	0	-2	-3	-8	-20	0	-8	-2	-4
COc1cc(NC(=O)C/C(C)=N/NC(=O)C2CCCCC2)c(OC)cc1Cl	1	-2	0	-26	8	0	4	-5	-12
CCC(C)N1CCNCC1 (stereo not drawn)	2	2	-2	-30	10	3	-3	0	2
Cc1ccc2c(c1)C(c1ccccc1)N(C(=O)c1ccc(Br)o1)CC(=O)N2 (stereo not drawn)	2	3	3	-8	4	2	14	3	-3
Cc1ccc(C2(C)NC(=O)N(CC(=O)Nc3ccccc3C(=O)N3CCCCC3)C2=O)cc1 (stereo not drawn)	1	12	-1	-10	-2	-1	-10	-19	-2
CC(C)Cc1nnc(NC(=O)C2CCN(C(=O)c3ccc(F)cc3)CC2)s1	1	4	-4	-20	16	-5	-5	1	-4
Cc1ccc(S(=O)(=O)NCC(c2ccc3c(c2)OCO3)N2CCN(c3ccccc3)CC2)cc1 (stereo not drawn)	0	-1	-3	-5	10	2	-4	2	11
Cc1ccn(CCNC(=O)C2CCC(=O)N(CCc3ccc(Cl)cc3)C2)n1 (stereo not drawn)	1	0	-2	7	2	-1	12	-6	9
COc1ccc2[nH]c(=O)c(C(=O)O)cc2c1	-6	3	0	-19	-440	-1	16	2	4
COc1ccc2c(c1)OC[C@H]1[C@H]2N2C(=O)c3ccc(F)cc3NC(=O)[C@@]2(C)[C@H]1c1ccccc1	-4	nt	nt	nt	-71	nt	nt	1	-5
S=C(Nc1ccccc1)N1CCc2ccccc21	2	10	-1	-11	20	-15	-5	-4	-6
Cc1c(C(=O)Cc2ccccc2)n(C)c2ccccc12	-5	-15	-4	-2	-78	2	-7	0	19
CC(=O)c1ccc(N(C)C)cc1	0	-15	-1	-10	1	-6	10	-5	-1
CCOc1cc(S(=O)(=O)n2ccnc2)ccc1Cl	2	5	1	8	10	2	5	-9	-6
COc1ccc(-n2ccnc(SCC(=O)NCc3ccccc3Cl)c2=O)cc1	1	-17	-2	-2	-282	-2	13	0	6
COc1c(Cl)cc(Br)c(OC)c1C(=O)NC(=O)Nc1nc(C)cc(C)n1	0	4	-3	-16	4	-2	1	0	8
COCCCn1c(=O)c2sccc2n2c(CCCC(=O)NCc3ccc(F)cc3)nnc12	1	-5	0	-6	-5	-7	1	-3	-4
O=C(COC(=O)c1ccc2ncsc2c1)Nc1ccc(Cl)cc1	2	-8	-1	-8	-19	-7	-5	-1	23
CCOc1ccc(CCNC(=O)C2CCN(C(=O)N(C)C)CC2)cc1OCC	1	-19	1	-2	-2	-12	-1	-13	-1
NC(=O)c1ccc(NC(=O)CSc2nnc(-c3cccnc3)n2Cc2ccco2)cc1	-7	2	1	-4	14	2	8	4	3
COc1ccc(Cl)cc1NC(=O)C(=O)NC1CCCCCC1	1	-3	-3	11	7	9	1	-6	12
Cc1cccc(NS(=O)(=O)c2ccc(C)c(C(=O)N(C)C)c2)c1	2	0	-3	3	16	8	-6	-4	10
Cc1noc(NS(=O)(=O)c2ccc(NC(=O)CSc3ncccn3)cc2)c1C	0	-10	-1	-12	5	-6	-7	-3	-11
O=C(NCCN1CCN(C(=O)c2cc3ccccc3oc2=O)CC1)c1cc2ccccc2oc1=O	-19	3	-1	-21	-63	-6	-10	0	-5
CCCCc1ccc(NC(=S)NN2CCOCC2)cc1	1	-11	0	9	6	-6	-17	-1	2
Cc1ccc(S(=O)(=O)n2nc(C)c(S(=O)(=O)N3CCCCC3)c2C)cc1	1	3	7	12	12	5	2	3	-8
Cc1ccc(S(=O)(=O)N2CCOCC2)cc1NC(=O)COc1ncnc2ccccc12	1	-3	-4	-18	21	-15	-2	-10	-14
O=C1C(=Cc2cccn2-c2ccccc2)C(=O)c2ccccc21	-30	nt	nt	nt	23	nt	nt	-8	11
CCCCc1c(C)nc2ccc(C(=O)OCC)cc2c1Cl	1	-8	1	-4	10	-4	-11	-3	-14
O=[N+]([O-])c1cc(S(=O)(=O)N2CCCC2)ccc1O	2	-2	0	5	2	1	2	-8	-4
C=CCOc1ccc(/C=N/NC(=O)c2cc3c(OC)cc(OC)cc3[nH]2)cc1	2	-9	-6	9	-314	-3	-10	9	10
COc1ccc2c(Cl)c(-c3nnc4n3CCCCC4)sc2c1	1	-18	-2	-8	48*	-20	0	-7	-18
CC1CC(C)CN(c2ncnc3c2cnn3Cc2ccc(Cl)cc2)C1 (stereo not drawn)	0	1	-6	-14	23	-3	8	-6	7

Overlap with the part before: 3 compounds, followed by the next part.
molecule	SENP1 FRET inh	SENP7 block	beta cell repl	SENP6 block	SENP8 block-2	SENP8 block-1	UBC13 inh	HKDC1 inh	PfG6PD inh
C=CCOc1ccc(/C=N/NC(=O)c2cc3c(OC)cc(OC)cc3[nH]2)cc1	2	-9	-6	9	-314	-3	-10	9	10
COc1ccc2c(Cl)c(-c3nnc4n3CCCCC4)sc2c1	1	-18	-2	-8	48*	-20	0	-7	-18
CC1CC(C)CN(c2ncnc3c2cnn3Cc2ccc(Cl)cc2)C1 (stereo not drawn)	0	1	-6	-14	23	-3	8	-6	7
OCCCNc1c2c(nc3cc(-c4ccc(Cl)cc4)nn13)CCC2	-7	-4	-1	2	-316	-9	2	-3	70*
Cc1cc(C(=O)OCC(=O)Nc2cc(C)on2)c2ccccc2n1	9	6	2	-6	-4	-2	13	-3	-3
CCc1cc(C)cc(OCCNC(=O)c2cncc(Br)c2)c1	2	2	0	-23	15	2	9	-2	-7
COc1ccc2[nH]c(CN3CCC(CO)(CCOc4ccccc4)CC3)c(C)c2c1	-5	-5	-5	8	-144	-10	5	-9	3
NS(=O)(=O)c1cccc(NC(=O)c2cc(=O)c3ccccc3o2)c1	-7	-7	2	-29	-12	-10	0	3	9
Cc1csc(NC(=O)CCC(=O)c2cccs2)n1	-8	3	4	3	-42	1	-6	-6	15
CCCCc1c(O)nc(SCC(=O)Nc2cccc3ccccc23)n(-c2ccccc2OC)c1=O	0	12	-4	0	1	-6	-12	5	0
CCOc1ccc(C(=O)Cc2ccc3oc(C(=O)O)cc3c2)c(O)c1	1	0	0	1	-4	-2	1	-3	-43
COc1ccc(C2(CNS(=O)(=O)c3ccccc3)CCOCC2)cc1	2	5	-1	2	5	4	3	-7	-9
O=C(O)C1Cc2[nH]cnc2C(c2ccc(F)cc2)N1 (stereo not drawn)	1	2	3	-16	14	0	12	4	13
O=C(/C=C/c1ccco1)NCc1ccc(F)cc1	-12	3	0	-5	-6	5	1	11	22
CC(=O)N(c1ccccc1)c1nc2ccccc2s1	1	nt	nt	nt	2	nt	nt	-1	-1
CCOC(=O)N1CCc2c(sc3c2c(=O)n(Cc2ccccc2)c(=O)n3CC(=O)NCC2CCCO2)C1 (stereo not drawn)	0	-5	1	-9	10	-3	1	1	-3
CCC1CCCCN1CCCNC(=O)c1cn(CC)c2ccc(S(=O)(=O)N(C)C3CCCCC3)cc2c1=O (stereo not drawn)	-6	1	-7	-6	12	0	6	-8	-1
COc1ccc(N=Cc2c(OC)ccc3ccccc23)cc1	-1	2	1	-26	30	-2	7	6	7
CC(=O)NNc1nc2ccccc2s1	1	0	-2	-5	14	12	4	-9	-3
O=C1C2C3C=CC(CC3)C2C(=O)N1c1ccccc1[N+](=O)[O-] (stereo not drawn)	3	-4	0	-11	-12	-5	-7	-2	-16
